Sm TGR block: S. mansoni TGR enzyme inhibition | Q962Y6 | purified TGR, DTNB reduction, TNB absorbance 405 nm | Potency, µM (doses to about 114 µM), for the others: top-dose activity change, negative = inhibition, hits mostly inhibitors | 3% of 360,000 active | AID 485364; also: potency is read from the fitted curve at half-maximal effect; nearly all actives have a fitted effect of over 60% in size
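TGR 20 nM + NADPH 100 uM (dispensed conc.), cpd preinc 15 min RT; start with NADPH (500 uM addition) then DTNB (15 mM addition). Kinetic TNB absorbance, 405 nm filter. Four-parameter Hill fit across titration.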
HCV inhibitor: inhibitors of hepatitis C virus infection; Huh7.5.1 HCVcc-Cre infection, luciferase reporter, 44 h; Potency, µM (doses to about 41.8 µM), without a hit: top-dose activity change, negative = inhibition, most hits filed as inhibitors; 3.4% of 340,000 active; also: potency is read from the fitted curve at half-maximal effect
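1,000 cells/well; 4 h culture; + compound; + HCVcc-Cre (~0.5 moi); 44 h; luciferase substrate, RT 15 min; read 15 sec.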
AmpC inh detg: inhibitors of E. coli AmpC beta-lactamase with detergent. 0.041% of 370,000 active. AmpC hydrolysis of nitrocefin, absorbance 480 nm, 0.01% Triton. Potency, µM (series often up to 114 µM), without a hit: top-dose activity change, negative = inhibition, usual class: inhibitors;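 also: potency is read from the fitted curve at half-maximal effect; 0% = no-compound wells and -100% = no-enzyme wells; nearly all actives have a fitted effect of over 25% in size; some results filed as inactive show a strong effect at the top dose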
Target sequence (P00811 whole entry, looked up): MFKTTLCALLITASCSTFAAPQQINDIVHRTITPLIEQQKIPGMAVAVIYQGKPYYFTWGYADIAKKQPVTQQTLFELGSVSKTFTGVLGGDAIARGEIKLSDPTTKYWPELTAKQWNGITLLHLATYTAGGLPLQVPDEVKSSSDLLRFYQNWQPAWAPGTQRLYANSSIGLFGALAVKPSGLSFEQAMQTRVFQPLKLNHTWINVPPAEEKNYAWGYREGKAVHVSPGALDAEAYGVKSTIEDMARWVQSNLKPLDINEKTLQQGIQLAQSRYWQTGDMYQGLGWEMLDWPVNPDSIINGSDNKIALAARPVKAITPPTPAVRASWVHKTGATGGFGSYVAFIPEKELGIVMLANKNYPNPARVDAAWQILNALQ
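20 mM phosphate pH 7.0 + 0.01% (detergent screen) or 0.0001% Triton X-100; 5.3 nM AmpC reagent; cpd preinc 15 min RT; nitrocefin (800 uM stock) to start; A480 q20 s × 4 min; Activity was normalised to no-enzyme and no-compound control wells.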
AMA1 RON2 block: inhibitors of Plasmodium falciparum AMA1-RON2 interaction; AlphaScreen AMA1-biotinylated RON2 peptide binding; Potency, µM (titrated, usually from 58.2 µM), without a hit: at the top dose activity change, negative = inhibition, hits mostly inhibitors; 0.2% of 360,000 active;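 also: potency is read from the fitted curve at half-maximal effect; 0% = vehicle wells and -100% = peptide control; nearly all actives have a fitted effect of over 45% in size; some results filed as inactive show a strong effect at the top dose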
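AMA1 (3D7) with his tag at 25 nM final met compounds first, then biotinylated RON2 peptide at 25 nM; detection used donor plus acceptor beads, 10 µg/mL apiece, read by AlphaScreen after 30 min at room temperature.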
Giardia FBPA inh: blocks Giardia fructose-bisphosphate aldolase activity; A8B2U2; purified Giardia FBPA; Potency, µM (titrated, usually from 59.6 µM), without a hit: at the highest dose activity, negative = inhibition, hits mostly inhibitors; 0.71% of 290,000 active; AID 2451; also: potency is read from the fitted curve at half-maximal effect; nearly all actives have a fitted effect of over 55% in size
Target sequence (A8B2U2 whole entry, looked up): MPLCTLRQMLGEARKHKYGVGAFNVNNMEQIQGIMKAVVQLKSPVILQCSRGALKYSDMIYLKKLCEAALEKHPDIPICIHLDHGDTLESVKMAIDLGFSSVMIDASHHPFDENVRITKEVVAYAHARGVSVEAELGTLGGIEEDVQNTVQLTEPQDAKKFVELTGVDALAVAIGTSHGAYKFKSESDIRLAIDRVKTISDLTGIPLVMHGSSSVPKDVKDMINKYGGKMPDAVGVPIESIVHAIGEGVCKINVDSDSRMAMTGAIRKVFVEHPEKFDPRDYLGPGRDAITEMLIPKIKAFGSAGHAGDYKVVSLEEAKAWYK
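Giardia FBPA (40 nM reagent) was preincubated 10 min at RT with compound (up to 57.5 uM final), then substrate plus GAPDH/TPI/NAD/arsenate coupling system with diaphorase/resazurin was added; resorufin fluorescence (525/598 nm) was read after 20 min.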
HCMV antiviral: blocks human cytomegalovirus replication | 4.5% of 410,000 active | activity change, negative = inhibition, % at 57.5 µM | HFF cells, HCMV-luciferase reporter, 72 h; active compounds read low; in the data active = activity change below about -60%; inconclusive = no clear call, values can overlap the other calls; inactive = above about -39%
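Screen run at 2 compound doses on HFFs infected with reporter HCMV, MOI 1 PFU/cell. Luciferase activity from cell lysates at 72 h post infection gave inhibition relative to buffer-only and Salinomycin wells.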
Starred values were filed as active, the others as inactive; ? = inconclusive; . = no result given; & = joins results of further samples; [ ] = another dose, or the depositor's remark. Unless noted, calls follow the shape of the dose curve; as a rule, active = well fitted curve in the direction sought with a large enough effect; inconclusive = small, poorly fitted or top-dose-only effect, or another doubt; inactive = no such curve, though single readings can be large; an effect the other way counts as inactive or inconclusive. Unless noted, % is scaled to controls: 0 for no effect and ±100 for the full control effect.

Start of the listing, in advance (eleven entries):
SMILES	Sm TGR block	HCV inhibitor	AmpC inh detg	AMA1 RON2 block	Giardia FBPA inh	HCMV antiviral
CCCCN(C(=O)C1CCC(CNS(=O)(=O)c2cccc3nsnc23)CC1)c1ccccc1 (configuration not stated)	-1.2%	.	-1.4%	.	.	-31.1
COCC(=O)N1CCCC(CNS(=O)(=O)c2ccc(OC)cc2)C1 (configuration not stated)	3.9%	-4.6%	1.6%	3.8%	5.6%	42.3
CC(C)(O)CCc1c(-c2ccc(O)cc2O)oc2c3c(cc(O)c2c1=O)OC(C)(C)C=C3	.	12.6µM*	.	-9.3%	.	-10.7
CCOC(=O)C1CCCN(C(=O)c2nn(-c3ccc(C)cc3)c(=O)c3c2c2ccccc2n3C)C1 (configuration not stated)	-0.7%	.	-1.1%	.	.	2.7
CC1CCC(C(C)C)C(OC(=O)C[n+]2cc(-c3ccc(Cl)cc3)n3c2CCCCC3)C1 (configuration not stated)	-13.9%	-16.7%	?	-6.2%	7.0%	-96.9*
CCOc1ccc(C(=O)NCc2nnnn2-c2ccc(C)c(C)c2)cc1OCC	0.6%	.	14.0%	.	.	10.2
CCCN(c1ccc(C(C)C)cc1)S(=O)(=O)c1ccc2c(c1)n(C)c(=O)c(=O)n2C	9.9%	.	0.5%	.	.	-2.1
CCOC(=O)c1c(C)[nH]c(C)c1C(=O)COC(=O)c1ccc(OC)cc1	-10.0%	-10.1%	-11.5%	-8.3%	-11.8%	-36.1
CCCNC(=O)CCc1c(C)nc2nc(C)nn2c1C	2.2%	10.4%	8.9%	2.1%	4.2%	-27.9
CCOC(=O)c1nnn(-c2nonc2N)c1CN(C)Cc1ccccc1	-23.3%	18.0%	0.4%	-5.7%	-7.1%	-39.4
COCCNC(=O)c1cnn2c(C(F)F)cc(-c3ccc(C)cc3)nc12	.	5.2%	1.4%	-1.5%	0.3%	-11.7

The whole of this part, previewed entries included:
SMILES	Sm TGR block	HCV inhibitor	AmpC inh detg	AMA1 RON2 block	Giardia FBPA inh	HCMV antiviral
CCCCN(C(=O)C1CCC(CNS(=O)(=O)c2cccc3nsnc23)CC1)c1ccccc1 (configuration not stated)	-1.2%	.	-1.4%	.	.	-31.1
COCC(=O)N1CCCC(CNS(=O)(=O)c2ccc(OC)cc2)C1 (configuration not stated)	3.9%	-4.6%	1.6%	3.8%	5.6%	42.3
CC(C)(O)CCc1c(-c2ccc(O)cc2O)oc2c3c(cc(O)c2c1=O)OC(C)(C)C=C3	.	12.6µM*	.	-9.3%	.	-10.7
CCOC(=O)C1CCCN(C(=O)c2nn(-c3ccc(C)cc3)c(=O)c3c2c2ccccc2n3C)C1 (configuration not stated)	-0.7%	.	-1.1%	.	.	2.7
CC1CCC(C(C)C)C(OC(=O)C[n+]2cc(-c3ccc(Cl)cc3)n3c2CCCCC3)C1 (configuration not stated)	-13.9%	-16.7%	?	-6.2%	7.0%	-96.9*
CCOc1ccc(C(=O)NCc2nnnn2-c2ccc(C)c(C)c2)cc1OCC	0.6%	.	14.0%	.	.	10.2
CCCN(c1ccc(C(C)C)cc1)S(=O)(=O)c1ccc2c(c1)n(C)c(=O)c(=O)n2C	9.9%	.	0.5%	.	.	-2.1
CCOC(=O)c1c(C)[nH]c(C)c1C(=O)COC(=O)c1ccc(OC)cc1	-10.0%	-10.1%	-11.5%	-8.3%	-11.8%	-36.1
CCCNC(=O)CCc1c(C)nc2nc(C)nn2c1C	2.2%	10.4%	8.9%	2.1%	4.2%	-27.9
CCOC(=O)c1nnn(-c2nonc2N)c1CN(C)Cc1ccccc1	-23.3%	18.0%	0.4%	-5.7%	-7.1%	-39.4
COCCNC(=O)c1cnn2c(C(F)F)cc(-c3ccc(C)cc3)nc12	.	5.2%	1.4%	-1.5%	0.3%	-11.7
Cc1ccc2nc(-c3ccc(Cl)c(NC(=O)c4ccc5c(c4)OCCO5)c3)oc2c1	7.9%	.	-0.8%	.	.	8.2
CC[C@@H](C)[C@H](NC(=O)C1CCN(C(=O)[C@@H](NS(=O)(=O)c2ccc(C)cc2)C(C)C)CC1)C(=O)O	12.5%	19.3%	-4.0%	3.9%	0.7%	-10.9
CCOCc1cc(CN2CCC(CCC(=O)NC3CC3)CC2)ccc1OC	-5.3%	17.0%	-2.9%	16.5%	-1.8%	-13.6
O=C(CN(Cc1ccc(F)cc1)C(=O)CCC(=O)Nc1nccs1)NCC1CCCO1 (configuration not stated)	-10.1%	6.7%	3.1%	-17.6%	.	68.3
N#Cc1nc(-c2cccc3ccccc23)oc1N	-6.4%	.	1.2%	.	.	-24.7
Cc1ccc(NC2CCCN(C(=O)c3cccnc3)C2)cc1C (configuration not stated)	-22.7%	6.8%	3.1%	-1.8%	.	-6.5
CCN(Cc1nc(-c2ccc(OC)c(OC)c2)no1)C(=O)c1ccc2c(c1)OCO2	-15.4%	-18.8%	-8.0%	-0.2%	10.8%	3.4
Cc1nc2ccccn2c1C(=O)c1ccccc1	6.4%	7.7%	7.8%	3.5%	0.9%	-21.7
CC(C)OC(=O)c1cccc(C(=O)Oc2ccc(Br)cc2)n1	-4.9%	2.2%	-3.9%	2.9%	.	8.1
O=C(O)CCCC(=O)Nc1c(F)c(F)c(F)c(F)c1F	2.5%	3.5%	-15.2%	8.8%	4.4%	-37.3
O=C(Nc1ccc(N2CCOCC2)c(Cl)c1)c1ccc(Br)o1	-0.5%	10µM*	5.1%	32.3%[activator]	?	29.3
Cn1c(N2CCOCC2)nc2c1c(=O)n(Cc1ccc(Cl)c(Cl)c1)c(=O)n2C	-0.6%	5.3%	2.4%	-12.6%	1.2%	-6.9
CCN(CC)CCNC(=O)c1ccc(Cl)c(S(=O)(=O)Nc2ccc(Cl)cc2)c1	-1.9%	?	-8.9%	-9.3%&-3.0%	-9.3%	-0.1&-1.3
CC(=O)Nc1ccc(C2=NN(C)C(=NCc3ccccc3)SC2)cc1	4.9%	-24.6%	-1.0%	4.5%	-14.3%	21.7
The list continues:
SMILES	Sm TGR block	HCV inhibitor	AmpC inh detg	AMA1 RON2 block	Giardia FBPA inh	HCMV antiviral
Nc1cc2c(cc1Cl)-c1ccc(Cl)cc1C2	.	?	.	-11.4%	.	32.6
CN(Cc1ccccc1NS(=O)(=O)c1ccc2ccccc2c1)C1CCCCC1	5.4%	5.9%	-12.1%	0.0%	-5.7%	-15.0
Cc1ccc(/C=C/C(=O)NCC2COc3ccccc3O2)o1 (configuration not stated)	?	-12.1%	-6.3%	-4.7%	-15.7%	-31.4
Cc1cc(N2CCN(C)CC2)nc2ccc(NC(=S)N3CCN(c4ccc(F)cc4)CC3)cc12	0.7%	10µM*	0.3%	-7.8%	0.0%	-33.4
CCOc1ccc(OCCCC(=O)ON=C(N)c2ccccc2Cl)cc1	-3.3%	5.4%	-4.0%	21.2%	.	-5.8
C=CCn1c(O)c(C(CC)=NCCCO)c(=O)[nH]c1=O	6.0%	14.0%	-8.9%	17.1%	11.4%	1.3
Cc1ccc(NC(=O)C(=O)NCC2CCCN2S(=O)(=O)c2cccs2)c(C)c1 (configuration not stated)	-13.7%	?	-20.3%	-10.5%	.	-35.0
CSCCC1NC(=O)N(CC(=O)Nc2ccc(-c3ccccc3)cc2)C1=O (configuration not stated)	0.5%	1.4%	6.2%	-7.5%	-0.5%	20.0
COc1ccc(C(=O)N2CCN(c3nnnn3-c3ccccc3)CC2)cc1OC	-0.9%	14.6%	-4.4%	-0.4%	3.7%	-8.1
COc1ccc(CNC(=O)CCCN2C(=O)CSc3c2c(C)nn3-c2ccccc2)cc1	6.1%	.	9.1%	.	.	-3.4
Oc1cc(O)c(CN2CCOCC2)cc1CN1CCOCC1	.	5.3%	.	-1.1%	.	-3.3
O=C(O)Cn1cc(C(=O)C(F)(F)F)c2ccccc21	5.5%	3.2%	1.3%	12.2%	5.0%	-16.6
CCCN1CCN(C(=O)C2CCCN(c3ncnc4c3nc3n4CCCCC3)C2)CC1 (configuration not stated)	0.7%	-4.4%	-1.3%	14.1%	.	12.6
CC[C@H](C)C1NC(=O)[C@H](CC(=O)O)NC(=O)c2cc([N+](=O)[O-])cc(I)c2NCCC(C(N)=O)NC1=O (some centres not stated)	-8.4%	9.2%	?	-3.3%	-0.1%	?
O=C(COC(=O)Cc1ccccc1)NCc1ccc2c(c1)OCO2	.	-4.4%	.	-14.3%	.	12.4
COc1ccccc1C(CNC(=O)c1cccc(S(=O)(=O)Nc2ccc(C)cc2)c1)N1CCCC1 (configuration not stated)	1.7%	-24.6%	-17.3%	35.2%[activator]	.	-7.0
CCc1ccc(C2=CC(c3cccc(Br)c3)n3nnnc3N2)cc1 (configuration not stated)	25.1µM*	.	8.5%	.	.	-66.3*
Cc1n[nH]c(=O)nc1N/N=C/c1cccs1	0.1%	4.9%	-7.9%	12.5%	-24.4%	11.4
Cn1c(CNc2ccc(Br)cc2)nc2ccccc21	0.4%	-16.6%	-14.4%	1.3%	4.6%	84.1
CCN(CC)S(=O)(=O)c1cc(NC(=O)C2=COCCO2)ccc1Cl	0.5%	3.7%	0.0%	-2.1%	.	-6.5
COCC(=O)N(C)c1nnc(-c2ccccn2)s1	5.3%	10.7%	3.6%	-5.6%	-3.1%	51.4
CC(=O)OC1CC2(C)C(CCC2(O)C(C)=O)C2CCC3C(Cl)C(=O)CCC3(C)C12 (configuration not stated)	.	8.3%	.	-8.0%	.	-37.9
CN(C(=O)c1cccc(NC(=O)Cc2ccc(NC(=O)C3CCCN(C(=O)C4CCC4)C3)cc2)c1)C1CC1 (configuration not stated)	.	?	.	0.8%	.	81.8
CC12CC(NC(=O)N1c1ccc(C(=O)N3CCN(c4ccccn4)CC3)cc1)c1ccccc1O2 (configuration not stated)	3.8%	.	-7.9%	.	4.5%	.
COc1ccccc1C(=O)NCC(=O)OCC(=O)N1CC(C)OC(C)C1 (configuration not stated)	1.8%	-28.6%	?	16.3%	.	-5.1
Later entries
SMILES	Sm TGR block	HCV inhibitor	AmpC inh detg	AMA1 RON2 block	Giardia FBPA inh	HCMV antiviral
CCCCCCOc1ccc(N2C(=O)CC(N3CCC(C(=O)OCC)CC3)C2=O)cc1 (configuration not stated)	3.7%	-15.0%	-1.0%	-5.8%	5.6%	-9.2
Cc1ccc(OCCn2cc(C(=S)N3CCCC3)c3ccccc32)cc1C	8.3%	?	4.2%	24.0%	2.7%	-97.9*
CCN(CC)c1nc2c(c(=O)[nH]c(=O)n2C)n1Cc1ccccc1	8.6%	-11.4%	0.0%	-2.6%	4.5%	3.5
CCc1ccc(C2c3c(oc4ccc(C)cc4c3=O)C(=O)N2c2nc(C)c(C)s2)cc1 (configuration not stated)	11.8%	.	20.6%	.	.	13.0
CCn1nnnc1SCC(=O)Nc1nc(C)c(C)s1	-20.0%	-0.3%	-10.4%	-4.2%	-5.8%	109.5
O=C1c2ccccc2C(O)(c2ccccc2)N1CCc1ccccc1 (configuration not stated)	-9.9%	?	-14.0%	0.5%	-17.1%	?

Rewritten bar-delimited: part of the list above
SMILES | Sm TGR block | HCV inhibitor | AmpC inh detg | AMA1 RON2 block | Giardia FBPA inh | HCMV antiviral
CCn1nnnc1SCC(=O)Nc1nc(C)c(C)s1 | -20.0% | -0.3% | -10.4% | -4.2% | -5.8% | 109.5
O=C1c2ccccc2C(O)(c2ccccc2)N1CCc1ccccc1 (configuration not stated) | -9.9% | ? | -14.0% | 0.5% | -17.1% | ?

High-throughput results (PubChem BioAssay)
